Assay outcomes (PubChem)
TRPML3 agonist – human mucolipin-3 channel agonism. Q8TDD5. HEK293 TRPML3-YFP, Fluo-8 calcium fluorescence; 100% = the carbachol control signal. activation, % at 3 µM. 220,000 compounds, 0.29% hits. AID 1448;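 active = activation above its plate's cutoff, the mean activation of the plate's test wells plus 3 SD, cut at about 12% in these data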;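 also: 0% = DMSO only wells and 100% = carbachol wells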
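Test system – HEK293 line with stable expression of human TRPML3-YFP channel · Control set – carbachol 87 µM final as high control (100%), DMSO as low control (0%) · Signal – Fluo-8 calcium dye fluorescence, ex 470-495, em 515-575 nm · Incubation – 1-h 37 °C dye load, 5-s basal, 120-s post-compound reads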
14-3-3 Bad inh – disrupts binding of bovine 14-3-3 zeta to phospho-Bad peptide. 220,000 compounds, 0.71% hits. TR-FRET 14-3-3zeta/Dy647-pBad peptide displacement, 1 h. inhibition, % at 21.7 µM;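 active = inhibition above about 70%, limit read from the data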;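 also: 0% = full 14-3-3 plus peptide FRET controls and 100% = background without 14-3-3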
Target sequence (P63103 whole entry, looked up): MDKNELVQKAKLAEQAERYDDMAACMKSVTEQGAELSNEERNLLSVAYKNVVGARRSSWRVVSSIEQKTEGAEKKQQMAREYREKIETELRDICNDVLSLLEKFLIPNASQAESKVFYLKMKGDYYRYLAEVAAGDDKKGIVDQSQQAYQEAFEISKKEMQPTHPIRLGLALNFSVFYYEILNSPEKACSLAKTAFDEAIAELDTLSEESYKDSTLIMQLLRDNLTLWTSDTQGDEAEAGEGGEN
zfTRPN1 agonist – zebrafish TRPN1 (NompC) channel agonism; HEK293 zebrafish TRPN1-YFP, Fluo-8 calcium fluorescence; 100% = response to 87 µM carbachol; activation, % at 3 µM; 220,000 compounds, 0.18% hits;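 active = activation above its plate's cutoff, the mean activation of test wells on that plate plus 3 SD, cut at about 19% in these data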;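 also: 0% = DMSO alone and 100% = 87 µM carbachol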
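Material: zebrafish TRPN1-YFP in HEK293 cells. Doses: one dose of 3 µM, 0.3% DMSO. Incubation: dye 1 h 37 °C plus 30 min RT. Measured by: intracellular calcium fluorescence with Fluo-8.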
EP2 mod – modulators of human EP2 prostaglandin E2 receptor; P43116; EP2-expressing cells, cAMP HTRF FRET, PGE2 co-stimulation; induction, % at 25 µM; 260,000 compounds, 0.83% hits;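 active = compounds whose cAMP rise, as percent of the full-agonist control response, exceeds 60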;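 also: rat C6 glioma line stably carrying human EP2 under a CMV promoter; the protocol text gives 20 µM as final concentration; 100% = response of wells given 1 µM PGE2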
Target sequence (P43116 whole entry, looked up): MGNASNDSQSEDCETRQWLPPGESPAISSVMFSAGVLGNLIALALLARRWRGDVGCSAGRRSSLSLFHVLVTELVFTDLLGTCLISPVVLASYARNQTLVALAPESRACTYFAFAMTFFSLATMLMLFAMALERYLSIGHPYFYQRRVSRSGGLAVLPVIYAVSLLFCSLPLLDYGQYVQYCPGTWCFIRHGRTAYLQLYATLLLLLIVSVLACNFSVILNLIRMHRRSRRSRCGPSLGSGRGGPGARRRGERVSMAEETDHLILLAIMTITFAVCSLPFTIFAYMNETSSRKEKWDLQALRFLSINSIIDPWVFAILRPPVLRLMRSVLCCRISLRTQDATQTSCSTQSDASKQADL
EP2 antag – EP2 receptor (human) inhibition; P43116; C6 glioma cells expressing human EP2, cAMP TR-FRET; cells stimulated with saturating PGE2; 260,000 compounds, 0.52% hits; inhibition, % at 25 µM; AID 1422;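 active = percent inhibition above 40 after rounding to a whole number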;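 also: rat C6 glioma host cells with rolipram phosphodiesterase inhibitor present; the protocol text gives 20 µM as final concentration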
NPY-Y1 PAM-ag – human NPY-Y1 potentiation or agonism, primary screen. P25929. NPY-Y1 expressing cells, potentiator/agonist activation. activation, % at 3.6 µM. 220,000 compounds, 0.37% hits. AID 1304; in the data active = activation above about 33%, passing the limit was not always enough;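 also: cells stimulated with NPY at EC10 then isoproterenol at EC100; 0% = low agonist plus stimulus and 100% = saturating agonist plus stimulus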
Target sequence (P25929 whole entry, looked up): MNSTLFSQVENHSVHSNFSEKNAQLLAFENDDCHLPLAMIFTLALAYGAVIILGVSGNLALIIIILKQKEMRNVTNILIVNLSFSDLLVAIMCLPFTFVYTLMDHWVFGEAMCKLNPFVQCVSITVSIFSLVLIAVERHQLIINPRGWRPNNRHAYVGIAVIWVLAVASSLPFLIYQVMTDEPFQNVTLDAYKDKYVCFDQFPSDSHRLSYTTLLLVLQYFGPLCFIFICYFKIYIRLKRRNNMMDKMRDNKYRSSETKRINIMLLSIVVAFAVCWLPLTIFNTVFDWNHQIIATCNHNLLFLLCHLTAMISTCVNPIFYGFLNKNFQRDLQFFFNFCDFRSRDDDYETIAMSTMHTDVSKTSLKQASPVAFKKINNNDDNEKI
PPC-1+TRAIL kill – PPC-1 cancer cell killing with TRAIL present; PPC-1 cells + TRAIL, ATPLite viability luminescence; cell killing (% activity), % at 4 µM; 220,000 compounds, 0.41% hits; AID 1443;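 active = cell killing above 50% in the first pass at 4 µM, then a duplicate retest at 5 µM averaging 50% or more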;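 also: plate controls were cells with TRAIL plus DMSO for no effect and medium-only wells lacking cells for full effect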
NPY-Y1 antag – antagonists of human neuropeptide Y receptor Y1; P25929; HEK293-CNG Y1 cells, membrane potential fluorescence; NPY at EC95, then isoproterenol; inhibition, % at 3.6 µM; 200,000 compounds, 1% hits; AID 1040;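 active = inhibition above the campaign mean inhibition of all tested compounds plus 3 SD, cut at about 20% in these data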;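 also: 0% = DMSO wells given NPY plus isoproterenol and 100% = isoproterenol alone without NPY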
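Material: HEK293 cells with Y1 receptor plus CNG channel; times: compound incubation 1 h at room temperature, readout 45 min post-stimulation; signal: fluorescence, membrane potential probe; read-out basis: fluorescence ratio normalized to % inhibition between controls; benchmarks: full-block control isoproterenol-only wells, zero-block control NPY plus isoproterenol wells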
CHOP inhibitor – blocks CHOP induction under ER stress; CHO-K1 CHOP-promoter luciferase, tunicamycin-induced, 15-18 h; inhibition, % at 10 µM; 220,000 compounds, 3.8% hits;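 active = compounds that reduced the stress-induced luciferase reporter signal by more than about 70% of percent inhibition, limit read from the data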;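 also: 0% = tunicamycin plus vehicle and 100% = wells without tunicamycin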
* hit, by the source's call; . = not tested or not shown; & = joins results of further samples; [ ] = dose if it differs, or a comment. Some of the compounds tested; rates above refer to the full screens.

Structure,14-3-3 Bad inh,PPC-1+TRAIL kill,CHOP inhibitor,EP2 antag,NPY-Y1 PAM-ag,NPY-Y1 antag,zfTRPN1 agonist,TRPML3 agonist,EP2 mod
Cc1ccc(-c2cc3ncc(C#N)c(N)n3n2)cc1,-5,37,50,15&10,0,13,-0.4,0.0,30&3
CCCCn1nc(NC(=O)c2cccs2)c2cc3cc(OC)ccc3nc21,.,10,.,8,20,-4,-0.4,-0.7,.
COc1ccc2[nH]c(C(=O)NCCc3ccccc3)cc2c1,-1,-3,-21,9,15,.,1.0,0.4,-43
Cc1ccc(C(=O)N/C(=C\c2cccs2)C(=O)NCCCn2ccnc2)cc1,-4[fluorescence artefact?],14,9,3,0,-3,0.4,-0.2,8
COc1ccc(NC(=O)CC2Nc3cc(C)c(C)cc3NC2=O)c([N+](=O)[O-])c1 (configuration not stated),-17,5,16,13,-18,9,0.4,0.4,-91
O=C(NCc1ccccn1)C1COc2ccccc2O1 (configuration not stated),7[fluorescence artefact?],25,18,11,10,-4,0.0,0.7,14
CCN(CC)C(=O)COc1ccc2oc(-c3ccco3)cc(=O)c2c1,14,10,6,7,-2,4,1.8,0.6,-6
CCOc1nc(Nc2ccc(OC)c(Cl)c2)nc(OCC)n1,-5,18,83*,.,1,-6,0.5,-0.4,21
CC(=O)c1c(C)oc(C)c1CSCc1ccc(C(=O)O)o1,32,-5,-3,6,-18,0,0.6,0.8,19
COc1ccc(NC(=O)COC(=O)/C=C/C(=O)OCC(=O)Nc2ccc(OC)c(Cl)c2)cc1Cl,4,17,-1,5,-5,2,0.4,0.4,-45
Fc1ccc(-c2cc(C(F)(F)F)nc(NCc3cccs3)n2)cc1,-4[fluorescence artefact?],-4,72*,9,-8,5,-0.5,0.4,11
COc1ccc(CCNC(=O)C(=O)N2CCCCC2)cc1OC,-2,20,-9,15,-9,1,-0.1,0.7,20
CC(=O)c1ccc2noc(-c3ccc(Cl)cc3)c2c1,-8,16,-17,4,-6,2,-0.1,0.6,1
CCOC(=O)C1Cc2ccccc2CN1 (configuration not stated),40,-8,41,3&8,11,-6,0.2,-0.3,-4&6
N/C(Cn1cncn1)=N\NC(=O)C(=O)Nc1ccc(Cl)cc1Cl,-14,10,13,9,4,5,0.5,0.9,-3
S=C(Nc1ccc(Cl)c(Cl)c1)NN1CCOCC1,3,-2,19,6,8,-4,-0.2,-0.1,-13
O=[N+]([O-])c1cc(C(F)(F)F)cc([N+](=O)[O-])c1NCCCNc1ccc([N+](=O)[O-])c2cccnc12,-11,1,2,7,2,7,-0.8,0.8,-2
Cc1ccc(-c2nc(P(=O)(c3ccccc3)c3ccccc3)c(N3CCOCC3)o2)cc1,3[fluorescence artefact?],12,8,10,9,1,0.0,0.1,65*
CCCn1c(NCc2ccco2)nc2c1c(=O)n(C)c(=O)n2C,-16,18,13,17&11,-27,13,0.9,0.8,-2&8
O=C(NCCCN1CCCC1=O)c1csc2ccccc12,0,-11,-18,7,-4,4,0.0,0.0,-21
COCCNc1nc2nonc2nc1N1C[C@H]2CC[C@H]1C2,-3,-4,6,1,16,-2,1.5,0.9,10
COc1cccc(NC(=O)CSc2nnc(CN3CCOCC3)n2C)c1,-5,8,3,16,15,-1,0.3,-0.5,-17
CCCNc1nc(NCC)nc(OC)n1,-2,7,-18,10,8,-1,2.5,0.4,18
COc1ccc(NC(=O)c2nc[nH]c2C(=O)Nc2ccccc2C)cc1,-17,-9,64,12,-30,0,0.3,0.7,27

2 compounds from above, limited to zfTRPN1 agonist and PPC-1+TRAIL kill:
SMILES | zfTRPN1 agonist | PPC-1+TRAIL kill
Cc1ccc(-c2nc(P(=O)(c3ccccc3)c3ccccc3)c(N3CCOCC3)o2)cc1 | 0.0 | 12
S=C(Nc1ccc(Cl)c(Cl)c1)NN1CCOCC1 | -0.2 | -2

Additional records follow.
Structure,14-3-3 Bad inh,PPC-1+TRAIL kill,CHOP inhibitor,EP2 antag,NPY-Y1 PAM-ag,NPY-Y1 antag,zfTRPN1 agonist,TRPML3 agonist,EP2 mod
Cc1nc(NCc2ccccc2)sc1C(=O)Nc1ccccc1,1,26,-5,12,7,0,-2.6,-1.3,-79
CN(C)CC1(c2ccccc2)CCCC1,5,0,65,4,-1,0,-0.4,0.7,13
CCC(CC)NC(=O)COC(=O)c1ccc(OCC(=O)Nc2ccccc2OC)c(OC)c1,7,0,82*,8,5,0,0.5,0.7,-11
O=C(NC(=O)c1ccccc1)OCC1CCCN2CCCCC12 (configuration not stated),4,13,-1,9,-20,-5,1.3,1.2,3
COc1cc(C(=O)NCCc2c[nH]c3ccccc23)ccc1OCc1c(C)noc1C,-20,5,15,88*,8,-8,2.6,1.9,-103
CCOC(=O)N1CCN(c2nc3ccccc3nc2C(C#N)C(=O)NCCc2ccccc2)CC1 (configuration not stated),5,5,9,15,-6,-1,0.3,1.5,27
CC1CCN(S(=O)(=O)c2ccc(N/N=C(/C#N)C(N)=O)cc2)CC1,-8,22,16,13,16,-2,5.0,2.5,-21
CC1Cc2ccccc2N1Cc1cc(=O)n2ccsc2n1 (configuration not stated),-14,6,-3,18,4,-6,-1.1,-0.1,10
CC(=O)c1cccc(NC(=S)NC(=O)CC(C)C)c1,-13,-1,32,4,-4,3,-0.9,0.0,8
COc1ccc(C(C(=O)NC(C)(C)C)N(Cc2cccs2)C(=O)CCC(=O)Nc2cc(C)on2)cc1 (configuration not stated),3[fluorescence artefact?],15,-16,6,1,1,-0.6,-0.2,36
COc1ccnc(-n2cccc2/C=N/O)c1C#N,-3,-20,38,6,-9,3,-0.4,0.8,-2
CCCOC(=O)c1ccc(NC(=O)CCOc2ccccc2)cc1,2[fluorescence artefact?],-1,44,1,2,5,-0.3,-0.4,4
O=C1CC(/C=C/c2ccccn2)=Nc2ccccc2N1,-10,12,-41,7,13,-2,1.1,1.1,-14
O=C(O)CSc1cc(C(=O)c2ccccc2O)cn2c(=O)c3c4c(sc3nc12)CCCC4,75*,6,89*,5,-16,.,1.0,0.6,-16
CC(C)[C@@H]1CC[C@@H](C)c2c(-c3ccccc3)n[nH]c21,7,-10,92*,17,22,0,0.5,-0.9,28
O=C(CCN1CCCCCC1)c1ccccc1,-1,11,-28,52*,7,5,0.5,-0.4,-7
CCOc1ccccc1NC(=O)C(OC(=O)c1ccccc1O)c1ccccc1 (configuration not stated),-16[fluorescence artefact?],4,-18,5,-13,5,-0.1,0.3,34
Cc1ccc(/C=C2\NC(=S)NC2=O)cc1[N+](=O)[O-],-7,10,7,3,-25,3,0.4,0.7,-42
CCN(Cc1ccncc1)C(=O)c1ccccc1NS(=O)(=O)c1ccc(F)cc1,-18,2,5,10,1,7,1.3,0.9,28
CC1Cc2ccccc2N1C(=O)CSc1nc(N)cc(=O)[nH]1 (configuration not stated),1,9,-13,8,3,9,-0.6,0.9,-2
C/C(CC(=O)N1CCN(C=O)CC1)=N\NC(=O)c1cc2ccccc2cc1O,-5[fluorescence artefact?],5,9,7,-7,7,0.6,0.4,7
CCc1ccc(NC(=S)N(Cc2cccc(Br)c2)CC2CCC(C(=O)O)CC2)cc1 (configuration not stated),-1,-11,-7,2,-23,1,0.4,-0.5,2
C/C(=N/NC(=O)CC(=O)N/N=C(\C)c1ccc([N+](=O)[O-])cc1)c1ccc([N+](=O)[O-])cc1,-5,0,-1,9,-8,.,1.1,0.9,-37
COc1cccc(CNC(=O)c2ccccc2N)c1,5,-29,0,14,-6,2,0.7,0.6,14
Cc1ccc(NC(=O)CCCC(=O)O)c(Br)c1,2,2,-10,3,4,7,-0.6,0.3,31
Cc1cc(C)n2nc(CC(=O)NC3CCCCCC3)nc2n1,10,4,19,6,-12,-2,3.2,0.8,8
Cc1cccc(NC(=O)/C(=C\c2ccc([N+](=O)[O-])o2)NC(=O)c2ccc(Cl)cc2)c1,2[fluorescence artefact?],13,101*,7,0,-10,-1.7,0.5,10
CCN1C2=C(C(=O)CCC2)C(c2ccc(O)c(Br)c2)C2=C1CCCC2=O,5,-11,-8,7,12,5,2.1,0.8,-1
O=C(Nc1ccccc1C(F)(F)F)N1CCC(n2c(=O)[nH]c3ccccc32)CC1,-2,16,28,12,-4,4,0.4,0.0,6
COc1ccc(-n2c(N)c(C(=O)Nc3c(C)n(C)n(-c4ccccc4)c3=O)c3nc4ccccc4nc32)cc1,30,-3,52,14,29,.,-0.4,-0.6,-9
CCOc1ncccc1C(=O)OC(C)C(=O)NC(=O)NC1CCCCC1 (configuration not stated),-10,-20,49,2,-7,0,-0.8,-1.1,16
Cc1cc(C)n2ncc(S(=O)(=O)c3ccccc3)c2n1,-5,6,-12,6,-9,3,-0.6,0.2,22
Cc1ccccc1CN1CCc2c(OCC(=O)N3CCCc4ccccc43)cccc2C1=O,29[fluorescence artefact?],23,17,10,-2,4,6.6,0.7,-29
Cc1cc(=O)oc2cc(OC(=O)c3cncc(Br)c3)ccc12,16,7,28,3,4,9,-0.8,-0.1,19
Cc1cccc(-n2c(O)c(C=Nc3ccccc3O)c3ccccc3c2=O)n1,-2,-12,12,8,5,.,0.9,0.0,6
COc1ccccc1N1CCN(C2CCN(S(=O)(=O)c3ccc(NC(C)=O)cc3)CC2)CC1,-14,4,7,4,4,1,-1.2,0.1,-3
CN(C)/C=C(\C#N)C(=O)Nc1ccc(O)cc1F,-2,-3,12,0,5,4,0.4,0.2,2
CC1SC(c2ccccc2)N(CC(O)c2ccc([N+](=O)[O-])cc2)C1=O (configuration not stated),-11,2,14,2,5,4,-0.9,0.9,-7
Cc1cccc(OCCCC(=O)Nc2ccc(S(=O)(=O)Nc3onc(C)c3C)cc2)c1C,7,15,-35,8,-18,3,0.4,0.3,-9
CCCCn1nc2cc(C(=O)NC[C@@H]3CCCO3)ccc2c1OCC,-1,2,44,3,11,-2,-1.5,0.1,1
O=C1Nc2ccc(S(=O)(=O)N3CCOCC3)c3cccc1c23,5,-14,-16,8,-14,4,1.4,1.2,-8
COc1ccc(CC(=O)NCc2ccc3c(c2)OCO3)cc1,-3,0,5,6,4,1,0.7,-0.2,30
CCNC(=S)NNC(=O)c1cc(-c2cc(C)ccc2C)nc2ccccc12,.,-26,31,9,-6,3,0.0,0.6,6
COc1ccc(-c2noc(CCC(=O)NCCCN3CCN(c4ccc(F)cc4)CC3)n2)cc1,-12,36,24,4,-7,6,7.0,4.2,-25
